Screens deposited in PubChem BioAssay by National Center for Advancing Translational Sciences (NCATS).
uPA generation: inhibitors of cell surface uPA generation; cell surface uPA generation assay, qHTS; Potency, µM (titrated, usually from 38.3 µM), without a hit: at the top dose activity change, negative = inhibition, hits mostly inhibitors; 330,000 tested, 0.31% active; active = well fitted inhibition curve with a large enough effect; inconclusive = small, poorly fitted or top-dose-only effect; inactive = no such curve, though single readings can be large or run the other way; tested in mouse RAW 264.7 cells; note: % is set by controls: 0 for no effect and ±100 for the full control effect; nearly all actives have a fitted effect of over 55% in size
ELG1 genotoxic: inducers of genotoxicity in HEK293T ELG1-luciferase cells; HEK293T ELG1-luciferase reporter, luminescence, 16 h; 330,000 tested, 1.3% active; Potency, µM (highest dose often 46 µM), without a hit: at the top dose activity change, positive = activation, hits mostly activators; AID 504466; note: % of control where 0% means no effect; nearly all actives have a fitted effect of over 60% in size
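Step 1: seed 2,000 HEK293T ELG1-luciferase cells per well. Step 2: add compound or DMSO, incubate 16 hr at 37 °C. Step 3: ONE-Glo, 30 min at room temperature, read luminescence.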
Rab9 prom act: activates the Rab9 promoter; Huh7 Rab9 promoter-luciferase reporter, luminescence, 24 h; Potency, µM (highest dose often 9.22 µM), inactives show at the highest dose activation, negative = inhibition, usual class: activators; 320,000 tested, 2.8% active; note: % of control where 0% means no effect; nearly all actives have a fitted effect of over 60% in size
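Huh7 cells stably carrying Rab9 promoter–luciferase reporter, plated 1500 cells/well, compound added after 2 h and incubated 24 h at 37 °C; luciferase luminescence then read after 10 min with detection reagent.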
RORgamma inh: blocks mouse ROR gamma transcriptional activity. 310,000 tested, 5.4% active. Potency, µM (top dose mostly 53.6 µM), for the others: at the highest dose activity change, negative = inhibition, actives largely listed as inhibitors. P51450. Drosophila S2 Gal4-RORgamma UAS-luciferase reporter, 20 h; note: % is set by controls: 0 for no effect and ±100 for the full control effect; nearly all actives have a fitted effect of over 60% in size
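Compounds are pin-transferred onto Drosophila Schneider cells expressing a copper-inducible Gal4–ROR gamma transactivation domain fusion. After 1 hr, copper sulfate is added to 700 uM final; luciferase is read 20 hr later.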
NPC1 prom act: activators of NPC1 promoter; 320,000 tested, 2.4% active; Huh7 NPC1 promoter luciferase reporter, 24 h; AID 485313; Potency, µM (top dose mostly 9.22 µM), inactives show at the highest dose activation, most hits filed as activators;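 note: % of control where 0% means no effect; nearly all actives have a fitted effect of over 60% in size; reporter is driven by a mutant NPC1 promoter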
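Luminescence from an NPC1 promoter-driven luciferase reporter in stably transfected Huh7 cells was measured after 24 h compound treatment at 37 °C, followed by 10 min ambient incubation with luciferase detection reagent.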
BRCA1 expr act: BRCA1 expression activation | Potency, µM (highest dose often 46.1 µM), for inactives: at the highest dose activation, actives largely listed as activators | MCF7-BRCA1-FFLuc reporter, luminescence, 48 h; response scale: scaled: vehicle 0%, 10 µM genistein 100% | 380,000 tested, 1.1% active; note: nearly all actives have a fitted effect of over 80% in size; some results filed as inactive show a strong effect at the top dose
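Luminescence from a BRCA1-driven firefly luciferase in MCF7 cells was read after 48 h compound exposure at 37 C. Data normalized against DMSO and a 10microM genistein activation control, then curve-fitted across the titration.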
VP16 counter: Gal4-VP16 reporter inhibition counter-screen; Drosophila S2 Gal4-VP16 UAS-luciferase, luminescence, 20 h; Potency, µM (series often up to 53.6 µM), for the others: at the top dose activity, negative = inhibition, usual class: inhibitors; 310,000 tested, 3.5% active; AID 2546;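 note: Gal4-VP16 expression switched on by copper sulfate through the metallothionein promoter; % is set by controls: 0 for no effect and ±100 for the full control effect; nearly all actives have a fitted effect of over 50% in size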
FLuc modulator: firefly luciferase modulation, counter-screen for miR-21 project; Potency, µM (top dose mostly 57.5 µM), without a hit: at the highest dose activity change, negative = inhibition, usual class: inhibitors; P08659; purified FLuc, Km substrates, luminescence inhibition; 360,000 tested, 6.9% active;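 note: plate controls were vehicle for no effect and reference inhibitor for full effect; nearly all actives have a fitted effect of over 55% in size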
Target sequence (P08659 whole entry, looked up): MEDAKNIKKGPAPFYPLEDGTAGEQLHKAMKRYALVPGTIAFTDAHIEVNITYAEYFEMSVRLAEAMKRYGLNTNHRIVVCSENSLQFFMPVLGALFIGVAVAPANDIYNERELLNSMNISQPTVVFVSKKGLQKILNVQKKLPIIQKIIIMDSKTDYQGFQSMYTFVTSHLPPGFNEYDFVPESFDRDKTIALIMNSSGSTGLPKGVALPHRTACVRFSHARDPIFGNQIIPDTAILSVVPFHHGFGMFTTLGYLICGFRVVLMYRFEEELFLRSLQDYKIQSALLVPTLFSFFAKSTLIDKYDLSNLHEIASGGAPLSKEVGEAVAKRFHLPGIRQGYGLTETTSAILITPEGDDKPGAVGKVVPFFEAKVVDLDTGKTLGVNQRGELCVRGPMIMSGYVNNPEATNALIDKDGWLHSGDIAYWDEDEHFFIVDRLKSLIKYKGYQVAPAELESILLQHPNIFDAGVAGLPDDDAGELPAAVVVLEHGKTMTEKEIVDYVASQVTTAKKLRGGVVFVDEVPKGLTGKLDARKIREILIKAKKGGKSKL
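Purified P. pyralis luciferase (10nM final) with 10uM D-luciferin and 10uM ATP (Km levels) in 50mM Tris acetate pH 7.5, 10mM Mg acetate, 0.01% Tween-20, 0.05% BSA; qHTS 6-point titration, ~60 µM downward; luminescence read.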
MBNL1-CUG inh: MBNL1-poly(CUG) RNA binding inhibition; AID 2675; TR-FRET MBNL1-His/biotin-(CUG)12 binding, 665/545 ratio; Potency, µM (doses to about 57.5 µM), for inactives: top-dose activity change, negative = inhibition, hits mostly inhibitors; 280,000 tested, 0.036% active; active = well fitted inhibition curve with a large enough effect in the signal ratio, with a control signal flat, not every such curve was filed as active; inconclusive = small, poorly fitted or top-dose-only effect, or effect the other way, or a change in a side signal; inactive = no such curve, though single readings can be large or run the other way; the % refers to the signal ratio; note: % is set by controls: 0 for no effect and ±100 for the full control effect
Target sequence (Q9NR56 whole entry, looked up): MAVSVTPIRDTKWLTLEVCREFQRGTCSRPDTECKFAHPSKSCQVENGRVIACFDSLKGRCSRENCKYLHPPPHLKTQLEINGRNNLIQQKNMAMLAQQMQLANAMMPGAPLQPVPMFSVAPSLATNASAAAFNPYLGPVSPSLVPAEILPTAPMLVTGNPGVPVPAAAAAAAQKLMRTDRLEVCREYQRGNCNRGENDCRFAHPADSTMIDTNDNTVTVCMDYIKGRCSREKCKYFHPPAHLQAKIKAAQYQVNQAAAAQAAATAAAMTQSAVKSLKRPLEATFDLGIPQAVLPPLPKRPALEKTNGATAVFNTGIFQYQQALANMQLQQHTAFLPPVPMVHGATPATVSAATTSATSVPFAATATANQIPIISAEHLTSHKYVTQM
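TR-FRET readout: Ex 340 nm, 665/545 nm emission ratio, normalized to buffer-only (basal) and MBNL1-(CUG)12 controls. Complex of MBNL1-His with Biotin-(CUG)12, compounds 92 nM–58 uM, incubated 60 min at room temperature.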
p53 reactivator: re-activators of mutant p53; Potency, µM (top dose mostly 92.2 µM), for inactives: at the top dose activity change, positive = activation, actives largely listed as activators; 320,000 tested, 0.063% active; H1299 p53-A138V BP100-luciferase reporter, luminescence, 24 h; note: % of control where 0% means no effect; nearly all actives have a fitted effect of over 45% in size
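H1299 (p53-null), stable ts p53-A138V + BP100-Luc; 1000 cells/well, Opti-MEM/10% FBS; cpd 4 pt, 1:5; 24 h, 37 deg C, 5% CO2; detection reagent 10 min RT; luminescence.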
* hit, by the source's call; ? = inconclusive; nt = not tested or not shown; [ ] = remark or other dose. Unless noted, calls come from the whole dose curve; as a rule, active = well fitted curve in the direction sought with a large enough effect; inconclusive = small, poorly fitted or top-dose-only effect, or another doubt; inactive = no such curve, though single readings can be large; an effect the other way counts as inactive or inconclusive. Potency is the fitted concentration of half-maximal effect.

1: O=C(CSCc1ccccc1)Nc1cc([N+](=O)[O-])ccc1F
2: COc1cccc(N/C(SCc2ccccc2Cl)=C(/C#N)C(=O)NCc2cccs2)c1
3: CCS(=O)(=O)c1nc(S(=O)(=O)c2ccc(C)cc2)c(NCCN2CCOCC2)s1
4: OCC[C@H]1C[C@H](O)[C@@H](O)[C@]2(Cc3ccccc3CO2)O1
5: CCOC(=O)C(CC)/C(C)=N/NC(=O)c1ccc([N+](=O)[O-])cc1 (stereo not given)
6: O=C(c1ccco1)N1CCCC(c2nc3c(nnn3Cc3ccccc3)c(=O)[nH]2)C1 (stereo not given)
7: CCCCSC(=S)N(C)C1CCS(=O)(=O)C1 (stereo not given)
8: Cc1nn(-c2ccccc2)c(C)c1/C=N/N1CCN(c2ccccn2)CC1
9: CCOc1ccc(NC(=S)NC(=O)C2CCCC2)cc1
10: COc1ccccc1C(=O)NC(C)c1ccc(-n2ccnc2)cc1 (stereo not given)
screen / no.	1	2	3	4	5	6	7	8	9	10
uPA generation	-17%	-1%	-10%	5%	9%	13%	-2%	2%	4%	-4%
ELG1 genotoxic	-6%	-3%	-2%	1%	3%	4%	0%	-8%	13%	5%
Rab9 prom act	0%	-5%	-1%	-1%	4%	-3%	0%	0%	15%	nt
RORgamma inh	5%	-20%	-5%	nt	13µM*	39%	?	-17%	1.1µM*	-12%
NPC1 prom act	-3%	-2%	-1%	4%	9%	-1%	-3%	13%	25%	-3%
BRCA1 expr act	-27%	-37%	-25%	-3%	-6%	-12%	0%	-15%	68%	-27%
VP16 counter	-17%	7%	10%	nt	?	-6%	2%	17%	6.3µM*	-13%
FLuc modulator	-1%	0%	2%	-1%	1%	0%	4%	-1%	?	3%
MBNL1-CUG inh	19%	nt	1%	nt	?	-9%	-1%	nt	3%	-10%
p53 reactivator	1%	-3%	19%	-5%	2%	-4%	-3%	0%	16%	-44%[inhibitor]

Next section; the last two above are carried over.
9: CCOc1ccc(NC(=S)NC(=O)C2CCCC2)cc1
10: COc1ccccc1C(=O)NC(C)c1ccc(-n2ccnc2)cc1 (stereo not given)
11: Cc1ncc([N+](=O)[O-])n1CC(=O)Nc1cc(Cl)ccc1Cl
12: O=C(NC1CCCC1)C(c1c[nH]c2ccccc12)N(C(=O)Cn1nnc(-c2ccc(Cl)cc2)n1)c1ccccc1 (stereo not given)
13: COc1ccccc1NC(=O)CSc1nnc(CNC(=O)c2ccccc2F)o1
14: O=C(c1cc([N+](=O)[O-])ccc1Cl)N1CCN(c2ccc([N+](=O)[O-])cc2)CC1
15: NC(=O)c1ccc2c(=O)n3c(-c4cccs4)csc3nc2c1
16: CCOc1ccc2nc(C(C)O)[nH]c2c1 (stereo not given)
17: Cc1cccc(NC(=O)CSc2nnc(C)c(=O)n2N)c1C
18: O=C(O)c1ccc(NS(=O)(=O)c2cccc(S(=O)(=O)c3ccc(Cl)c(Cl)c3)c2)cc1
19: CCOC(=O)c1[nH]cnc1C(=O)N1CCN(C(=O)OC(C)(C)C)CC1
20: COCCN(C(=O)CN1CCN(S(=O)(=O)c2ccc(F)cc2)CC1)c1c(N)n(Cc2ccccc2)c(=O)[nH]c1=O
screen / no.	9	10	11	12	13	14	15	16	17	18	19	20
uPA generation	4%	-4%	8%	-1%	-2%	-8%	-12%	7%	3%	4%	1%	2%
ELG1 genotoxic	13%	5%	-4%	0%	7%	5%	18%	0%	1%	5%	5%	1%
Rab9 prom act	15%	nt	-10%	-6%	-4%	-5%	?	2%	-3%	3%	-1%	10%
RORgamma inh	1.1µM*	-12%	0%	-2%	-11%	40%[10 µM]	6%	-10%	-5%	-6%	nt	-7%
NPC1 prom act	25%	-3%	3%	-2%	1%	6%	?	0%	-1%	0%	0%	0%
BRCA1 expr act	68%	-27%	0%	-30%	-18%	-41%	73%	12%	-14%	1%	14%	-12%
VP16 counter	6.3µM*	-13%	-15%	-1%	-2%	?	6%	7%	3%	7%	nt	-1%
FLuc modulator	?	3%	-2%	-2%	6%	9%	?	1%	2%	3%	-2%	-1%
MBNL1-CUG inh	3%	-10%	0%	0%	-2%	nt	21%	9%	-26%	-1%	nt	nt
p53 reactivator	16%	-44%[inhibitor]	-9%	0%	20%	0%	19%	-18%	7%	2%	-7%	2%

21: CCCCCCn1c(SCC(=O)c2c(N)n(C)c(=O)n(C)c2=O)nc2ccccc21
22: O=C(CN1CCN(Cc2ccccc2)CC1)N/N=C/C=C/c1ccccc1[N+](=O)[O-]
23: O=C(Nc1cccc(C(F)(F)F)c1)C1CCCCC1
24: COc1cc([N+](=O)[O-])ccc1NC(=O)C[n+]1ccccc1
25: Cc1ccc(N2CC(C(=O)NCc3ccc4c(c3)OCO4)CC2=O)cc1C (stereo not given)
26: Cc1ccc(SCc2cc(=O)[nH]c(Nc3nc(C)c4ccccc4n3)n2)cc1
27: CC1CC(C)CN(C(=O)c2cc(-c3ccncc3)nc3ccccc23)C1 (stereo not given)
28: Cc1ccc(-c2nnn(CC(=O)N(Cc3cccs3)C(C(=O)NC3CCCCC3)c3ccco3)n2)o1 (stereo not given)
29: CCCc1c(C(=O)N/N=C(\C)c2ccc(O)cc2)nnn1-c1nonc1N
30: CN(CC(=O)Nc1ccc(F)cc1)C(=O)c1cn(-c2ccccc2)nc1-c1cccs1
screen / no.	21	22	23	24	25	26	27	28	29	30
uPA generation	1%	4%	4%	-9%	-8%	?	-6%	2%	7%	2%
ELG1 genotoxic	5%	0%	-1%	0%	-5%	-9%	12%	16%	4%	-6%
Rab9 prom act	2%	-4%	1%	2%	-3%	1%	-2%	-5%	11%	-6%
RORgamma inh	-15%	-10%	12%	-5%	2%	4%	nt	-24%	-10%	nt
NPC1 prom act	-1%	-2%	2%	1%	1%	-3%	3%	-2%	-2%	0%
BRCA1 expr act	7%	-26%	2%	-2%	5%	7%	-21%	0%	0%	4%
VP16 counter	14%	-3%	-4%	-2%	-17%	-7%	nt	-7%	4%	nt
FLuc modulator	3%	0%	-21%	-1%	-2%	5%	3%	0%	-1%	?
MBNL1-CUG inh	3%	nt	0%	?	-3%	4%	nt	-5%	-13%	nt
p53 reactivator	-3%	-2%	-1%	-13%	-5%	16%	-4%	4%	5%	-4%

31: CC1CCCCC12NC(=O)N(CC(=O)NNC(=O)c1ccc(Br)cc1)C2=O (stereo not given)
32: COc1ccc(/C=C/C(=O)OCC(=O)NC2CCCCCC2)cc1OC
33: COc1ccc(CNC(=O)COC(=O)c2ccc3ncsc3c2)cc1OC
34: O=C(CN1CCN(S(=O)(=O)/C=C/c2ccccc2)CC1)Nc1ccc(N2CCOCC2)cc1
35: O=C(Nc1ccccc1Cl)N1CCn2c(nc3ccccc32)C1
36: CC(C)c1ccc(S(=O)(=O)N2CCCCC2)cc1
37: CC(C)OCCCNC(=O)c1cccc2c1C(=O)c1ccc(Cl)cc1S2(=O)=O
38: Cc1cc(SCC(=O)NN=C2CCN(C(C)C)CC2)c(C)cc1Br
screen / no.	31	32	33	34	35	36	37	38
uPA generation	2%	-6%	4%	1%	2%	-11%	-8%	3%
ELG1 genotoxic	4%	-1%	2%	0%	4%	-4%	1%	0%
Rab9 prom act	nt	nt	-8%	0%	18%	0%	-2%	-4%
RORgamma inh	nt	nt	nt	17%	5%	11%	nt	-38%
NPC1 prom act	nt	nt	-1%	-5%	-2%	-2%	-1%	-5%
BRCA1 expr act	-2%	-3%	12%	-2%	-2%	-10%	-31%	-17%
VP16 counter	nt	nt	nt	-1%	-10%	-5%	nt	-2%
FLuc modulator	nt	nt	2%	3%	-5%	-9%	3%	1%
MBNL1-CUG inh	nt	nt	nt	-5%	-3%	10%	nt	nt
p53 reactivator	7%	-1%	-3%	-2%	0%	4%	-4%	2%

Grouped by structure: those above containing an aryl thioether with sulfur outside any ring (5)
13: COc1ccccc1NC(=O)CSc1nnc(CNC(=O)c2ccccc2F)o1
17: Cc1cccc(NC(=O)CSc2nnc(C)c(=O)n2N)c1C
21: CCCCCCn1c(SCC(=O)c2c(N)n(C)c(=O)n(C)c2=O)nc2ccccc21
26: Cc1ccc(SCc2cc(=O)[nH]c(Nc3nc(C)c4ccccc4n3)n2)cc1
38: Cc1cc(SCC(=O)NN=C2CCN(C(C)C)CC2)c(C)cc1Br
screen / no.	13	17	21	26	38
uPA generation	-2%	3%	1%	?	3%
ELG1 genotoxic	7%	1%	5%	-9%	0%
Rab9 prom act	-4%	-3%	2%	1%	-4%
RORgamma inh	-11%	-5%	-15%	4%	-38%
NPC1 prom act	1%	-1%	-1%	-3%	-5%
BRCA1 expr act	-18%	-14%	7%	7%	-17%
VP16 counter	-2%	3%	14%	-7%	-2%
FLuc modulator	6%	2%	3%	5%	1%
MBNL1-CUG inh	-2%	-26%	3%	4%	nt
p53 reactivator	20%	7%	-3%	16%	2%

An unsorted share of the library. About 13% of those tested had a hit in this group.
